Source: PubChem (several laboratories)
14-3-3 Bad PPI – disrupts binding of bovine 14-3-3 zeta to phospho-Bad peptide; AID 781; actives 0.71% (n = 220,000); inhibition, % at 21.7 µM; P63103; TR-FRET 14-3-3zeta/Dy647-pBad peptide displacement, 1 h;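 active = inhibition above about 70%, limit read from the data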;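 also: 0% = full 14-3-3 plus peptide FRET controls and 100% = background without 14-3-3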
eIF4E 4G PPI – eIF4E/eIF4G interaction inhibition in translation initiation. actives 0.37% (n = 220,000). inhibition, % at 21.7 µM. TR-FRET eIF4E-eIF4GI(517-606) binding, 2 h. P63073+Q04637;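 also: 0% = full FRET control wells and 100% = background wells lacking eIF4GI fragment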
Rad51 HR inh – blocks human Rad51 in homologous recombination; Q06609; hRad51 DNA strand exchange, fluorescence dequenching; inhibition, % at 10 µM; actives 0.085% (n = 200,000);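 active = inhibition above 40% at the single screening dose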;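 also: 0% = DMSO control wells and 100% = blanks with heterologous ssDNA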
Target sequence (Q06609 whole entry, looked up): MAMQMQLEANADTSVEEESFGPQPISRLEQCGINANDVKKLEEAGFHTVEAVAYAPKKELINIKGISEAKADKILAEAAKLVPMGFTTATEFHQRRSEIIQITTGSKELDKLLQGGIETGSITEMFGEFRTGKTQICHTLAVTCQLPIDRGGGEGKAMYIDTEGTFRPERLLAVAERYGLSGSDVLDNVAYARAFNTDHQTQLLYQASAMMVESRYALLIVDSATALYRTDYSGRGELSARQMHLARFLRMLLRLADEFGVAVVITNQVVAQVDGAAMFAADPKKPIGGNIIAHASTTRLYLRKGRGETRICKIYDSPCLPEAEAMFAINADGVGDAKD
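Test system – preformed human Rad51 ssDNA filaments · Reagent – Donor/quencher-labelled 47-bp dsDNA substrate · Incubation – 37 °C 15-min filament assembly, 30-min compound preincubation, 15-min exchange · Signal – FRET fluorescence dequenching, excitation 485 nm, emission 520 nm · Read-out – percent inhibition from fluorescence, normalised to plate control and blank means · Benchmarks – plate control and blank wells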
thrombin 1536 – blocks human thrombin protease activity | alpha-thrombin, Boc-VPR-AMC fluorogenic substrate cleavage | inhibition, % at 5 µM | actives 0.26% (n = 220,000);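 active = inhibition at or above 40%; inactive = inhibition below 40%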;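 also: 0% = enzyme with no compound and 100% = wells without enzyme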
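signal = AMC fluorescence, 355/460 nm | material = human alpha-thrombin enzyme | control set = enzyme without compound as high, wells lacking enzyme as low | times = reaction at room temperature | read-out basis = percent inhibition scaled between no-compound controls and no-enzyme blanks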
Cl transport mod – modulators of human KCC2 chloride dependent transport; KCC2 cells, thallium flux FluoZin-2 fluorescence; Q9H2X9; AID 1456; actives 2.2% (n = 190,000); B-score of Tl+ flux slope (higher = more flux/activation; lower = inhibition) at 10 µM;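 active = thallium flux slope and its plate-corrected score both differing from the plate sample mean at a set confidence after two filtering rounds, in either direction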;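 also: slope of fluorescence scaled to starting intensity during 10 to 20 s after thallium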
EBV gp42 block – inhibitors of Epstein-Barr virus glycoprotein 42. Q1HVG2. Fluorescence polarization binding assay, mP read-out. inhibition, % (tested at 21.74 µM). actives 0.42% (n = 220,000). AID 1085; in the data active = inhibition above about 50%
Target sequence (Q1HVG2 whole entry, looked up): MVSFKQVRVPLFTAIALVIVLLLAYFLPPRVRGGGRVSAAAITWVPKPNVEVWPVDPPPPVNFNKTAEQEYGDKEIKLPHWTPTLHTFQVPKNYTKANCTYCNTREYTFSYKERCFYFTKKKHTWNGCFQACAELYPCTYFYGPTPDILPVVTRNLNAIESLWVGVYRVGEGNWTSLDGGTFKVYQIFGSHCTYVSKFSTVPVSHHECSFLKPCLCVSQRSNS
hK5 inh – inhibitors of human kallikrein 5; inhibition, % at 5 µM; Q9Y337; recombinant hK5, fluorogenic AMC substrate cleavage; actives 0.59% (n = 210,000);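 active = inhibition of 40% or more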;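 also: 0% = enzyme controls without compound and 100% = no-enzyme blanks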
NCF1 inh – p47phox (human) inhibition. inhibition, % at 24.7 µM. actives 0.53% (n = 220,000). AID 1274. P14598. p47phox/p22phox peptide binding, fluorescence polarization, 2 h;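 also: 0% = p47phox with labelled peptide and 100% = labelled peptide alone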
Target sequence (P14598 whole entry, looked up): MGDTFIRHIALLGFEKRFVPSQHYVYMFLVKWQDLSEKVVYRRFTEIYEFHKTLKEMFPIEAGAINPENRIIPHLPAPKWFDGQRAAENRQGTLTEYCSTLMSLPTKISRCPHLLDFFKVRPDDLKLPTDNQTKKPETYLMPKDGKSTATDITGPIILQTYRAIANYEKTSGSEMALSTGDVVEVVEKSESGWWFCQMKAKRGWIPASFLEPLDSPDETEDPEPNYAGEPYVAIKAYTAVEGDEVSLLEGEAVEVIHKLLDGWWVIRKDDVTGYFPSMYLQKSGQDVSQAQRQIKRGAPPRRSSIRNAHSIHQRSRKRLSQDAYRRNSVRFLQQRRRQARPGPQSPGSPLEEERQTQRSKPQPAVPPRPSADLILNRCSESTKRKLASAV
Furin inh – human furin inhibition. P09958. purified furin, fluorogenic substrate cleavage. inhibition, % at 30 µM. actives 0.061% (n = 220,000); in the data active = inhibition above about 25%; also: inactives centre near -15
* = called active by the depositor; · = no result given; [ ] = remark or other dose.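 The calls were made as follows, unless noted: active = inhibition above about 30% (limit read from the data); inactive = the rest.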

SMILES	14-3-3 Bad PPI	eIF4E 4G PPI	Rad51 HR inh	thrombin 1536	Cl transport mod	EBV gp42 block	hK5 inh	NCF1 inh	Furin inh
CS(=O)(=O)NN1C(=O)c2ccccc2NC1c1c[nH]c2ccccc12 (stereo unspecified)	-4	1	5	2	0.7	4	-3	-14	-16
O=C(Oc1ccc(OC(=O)c2ccco2)c(S(=O)(=O)c2ccc(Br)cc2)c1)c1ccco1	-16	-4	1	0	-0.28	-12	-19	-23	-13[20 µM]
CO/N=C/C1CCN(c2ncc(C(F)(F)F)cc2Cl)C1=O (stereo unspecified)	8	-3	-11	-8	-0.25	-9	-3	-8	-11
CCn1c(CC(=O)Nc2ccccc2F)nnc1SCC(=O)N1CCN(c2ccccc2)CC1	-11	11	2	-6	-1.3	-11	4	-10	-29[20 µM]
O=C(c1cccc(N2C(=O)C3CC=CCC3C2=O)c1)N1CCN(c2ccccc2)CC1 (stereo unspecified)	-12	-6	·	-6	-1.4	3	-2	-13	-20
O=C(N/N=C/c1cn(-c2ccccc2)nc1-c1cccs1)c1ccncc1	2[fluorescence artefact?]	2[fluorescence artefact?]	3	-5	-0.63	-1	-26	-21	-16
COc1ccc(C(C)=O)c(OC(=O)c2ccc(OC)c(OC)c2)c1	0[fluorescence artefact?]	0[fluorescence artefact?]	-7	4	·	1	-1	-22	-14[20 µM]
Cc1nc(C)c(C(=O)NCc2ccccc2Cl)o1	13[fluorescence artefact?]	4[fluorescence artefact?]	6	0	·	-17	-9	-6	-1
CN(C)C(=O)c1c([N+](=O)[O-])c(C(C)(C)C)nn1C	3	0	7	1	1.5	-13	-7	-1	-5
Brc1ccc(NC2=Nc3ccccc3CC2)cc1	13	9	-5	6	-0.2	-4	2	4	2[20 µM]
COc1cc(/C=N/Nc2nc(C)cc(=O)[nH]2)ccc1OC(=O)c1cccnc1	-2	0	2	·	0.53	-11	3	3	-34
Cn1c(=O)c2cn(-c3ccc4c(c3)OCCO4)cc2n(C)c1=O	-8[fluorescence artefact?]	-6	-5	-1	·	-15	-1	4	-35
CC1(c2ccc(Cl)cc2)NC(=O)CS1 (stereo unspecified)	-3	-1	-4	-19	-0.01	9	-4	-1	-18
CCCCn1c2ccccc2c2cc(CC(N)=O)ccc21	16	11	·	0	-1.2	-9	3	-8	-12
COc1cc(/C=C2\C(=O)N(CCC#N)N=C2C)ccc1OCC(=O)Nc1ccccc1	-5	-1[fluorescence artefact?]	-4	0	-0.01	1	-21	2	-14
C=CCn1c(C)cc(C(=O)COC(=O)/C=C/c2cccc(OC)c2)c1C	-6	-4	0	-6	·	-22	11	-18	-7
COC(=O)c1cc(Br)c(=O)n(Cc2cccnc2)c1	0	-7[fluorescence artefact?]	9	-3	-0.065	-17	-4	-4	-9[20 µM]
Cc1ccc(N(CC(=O)Nc2ccccc2C(=O)NCc2ccco2)S(=O)(=O)c2ccccc2)cc1C	-12[fluorescence artefact?]	-13	-2	-8	0	-8	-22	-16	-13[20 µM]
COc1cc(NC(=O)CN2C(=O)C(c3ccccc3)=NC2(C)C)cc(OC)c1	-11	3	-1	0	0.26	-6	-17	-3	-24
CCOc1ccccc1N1CCN(C(=O)C(Sc2ccccc2)c2ccccc2)CC1 (stereo unspecified)	-8	-2	-1	-2	-0.19	-6	-8	-18	-3[20 µM]
Cc1cccc(CSCCNC(=S)Nc2ccccc2)c1	-8	-2	8	-1	-0.035	-7	-8	-27	-16
CCOC(=O)C1CSc2[nH]c(=O)sc2C1c1ccccc1 (stereo unspecified)	-8[fluorescence artefact?]	-10	-19	-4	-1.1	19	-6	-2	-9[20 µM]
CN(C)c1nc(-c2ccccc2)ncc1S(=O)(=O)c1ccccc1	-13	-3	3	0	0.3	7	-31	-5	-11
Nc1sccc1C(=O)c1ccc(Cl)cc1	-9	-4	6	5	-1.1	-10	-2	-14	-18[20 µM]
Cc1ccc(NC(=O)c2ccc(CSc3nnnn3C)cc2)cc1	10	0	7	0	-1.7	-8	-24	-22	-35[20 µM]

Continuation:
SMILES	14-3-3 Bad PPI	eIF4E 4G PPI	Rad51 HR inh	thrombin 1536	Cl transport mod	EBV gp42 block	hK5 inh	NCF1 inh	Furin inh
N#C/C(=C\c1cccs1)C(=O)Nc1ccccn1	-7	0	-10	-5	0.56	24	9	-8	-12
COc1ccc(C2CC(=O)Nc3cc(C)c(C)cc32)c(OC)c1OC (stereo unspecified)	10	-24	12	2	·	1	-8	0	-16[20 µM]
N#C/C(=C\c1cccc(Oc2ccccc2)c1)C(=O)N1CCOCC1	5	3	-8	-4	0.35	-14	19	-9	-8
CC(C)NC(=O)COC(=O)c1ccc(NS(=O)(=O)c2ccc3c(c2)OCCO3)cc1	-2[fluorescence artefact?]	3	-2	3	0.66	-5	-19	-10	-12[20 µM]
O=C1NC(=S)N/C1=C/c1ccc(Oc2ccc(C(F)(F)F)cc2[N+](=O)[O-])c(Cl)c1	0	7	-19	-1	-0.025	-25	-2	-13	-11
CCc1ccc(OCC(=O)Nc2ccc(N3CCN(S(C)(=O)=O)CC3)cc2)cc1	-1	1	·	10	-0.36	0	24	·	-9
COc1ccccc1NC(=O)c1ccc(CN2CCOCC2)cc1	-8[fluorescence artefact?]	8	-1	-7	0.74	-19	1	66*	-17
Cc1nc(N(C)C)c2sc(=S)n(-c3ccccc3)c2n1	-10	-3	22	0	0.82	-8	-23	-12	-28
O=C(c1ccsc1)N1CCN(C(=O)c2cccs2)CC1	0	2[fluorescence artefact?]	6	-12	-1.7	0	-3	-6	-15[20 µM]
COc1ccc2[nH]c(C(=O)Nc3ccc(F)cc3Br)cc2c1	-11	-15	14	-1	0.25	-5	3	2	-24
C/C(Nc1ccccc1C(F)(F)F)=C1/CCOC1=O	-6	4	-10	-4	-0.0051	-4	8	-13	-15
S=C(NCc1ccco1)Nc1ccccc1	-9	2	5	-7	-1.6	-28	1	-6	-21
O=C(CCN1C(=O)COc2ccccc21)N1CCN(c2ccccc2)CC1	-10	-1	0	3	-1	-2	4	-2	-23
Cn1c(NC(=O)c2ccco2)c(-c2ccc(Cl)cc2)c(=O)c2ccccc21	-8	2	2	2	0.075	-5	-4	-11	-12[20 µM]
COc1ccccc1C1CC(c2ccccc2)=NN1S(=O)(=O)c1ccccc1 (stereo unspecified)	-1	3	·	-6	0.31	-29	-1	-167	-3
O=C(Nc1cccnc1)OC1CCCC1	-3	-1	·	-5	0.072	-11	-4	-10	-34
O=S(=O)(c1ccc(F)cc1)N1CCN(Cc2ccccc2C(F)(F)F)CC1	42	4	2	-2	0.53	-3	-27	0	-13
CN(C)C(CNS(=O)(=O)c1ccc(F)cc1)c1cccnc1 (stereo unspecified)	-4	0[fluorescence artefact?]	-1	0	0.018	-3	1	-1	-10
CCCC(=O)c1c[nH]c(C(=O)N2CCOCC2)c1	-6	3	3	1	0.49	-15	-2	-8	-14
CC(NCc1ccccc1)C1COc2ccccc2O1 (stereo unspecified)	48[fluorescence artefact?]	5	10	-9	-0.053	-2	-17	0	-18[20 µM]
Cc1cccc(-n2c(C)cc(/C=C3\NC(=O)NC3=O)c2C)c1	3	-2	-20	-6	1	-13	-2	-15	-14
CC(C)CC(C(=O)Nc1oc(-c2ccccc2)c(-c2ccccc2)c1C#N)N1C(=O)c2ccccc2C1=O (stereo unspecified)	-6	2	5	-4	-0.14	7	-13	-24	-15[20 µM]
Cn1nnc2c(NCc3ccco3)nccc21	0	3	-1	0	·	-15	-15	-10	-17
CCn1cc(C(=O)N2CC(C)CC(C)C2)c(=O)c2cc(S(=O)(=O)N3CCOCC3)ccc21 (stereo unspecified)	4	8	6	-7	1	3	-11	6	-11
Cn1c(=O)oc2cc(S(=O)(=O)N3CCCC(C(=O)NC4CCCc5ccccc54)C3)ccc21 (stereo unspecified)	0	-4	-2	-8	·	0	24	-24	-33

A different layout for part of the listing above.
| canonical_smiles | 14-3-3 Bad PPI | eIF4E 4G PPI | Rad51 HR inh | thrombin 1536 | Cl transport mod | EBV gp42 block | hK5 inh | NCF1 inh | Furin inh |
| --- | --- | --- | --- | --- | --- | --- | --- | --- | --- |
| Cn1c(=O)oc2cc(S(=O)(=O)N3CCCC(C(=O)NC4CCCc5ccccc54)C3)ccc21 (stereo unspecified) | 0 | -4 | -2 | -8 | · | 0 | 24 | -24 | -33 |
| N#C/C(=C\c1cccs1)C(=O)Nc1ccccn1 | -7 | 0 | -10 | -5 | 0.56 | 24 | 9 | -8 | -12 |
| S=C(NCc1ccco1)Nc1ccccc1 | -9 | 2 | 5 | -7 | -1.6 | -28 | 1 | -6 | -21 |
| CC(C)NC(=O)COC(=O)c1ccc(NS(=O)(=O)c2ccc3c(c2)OCCO3)cc1 | -2[fluorescence artefact?] | 3 | -2 | 3 | 0.66 | -5 | -19 | -10 | -12[20 µM] |
| Cn1nnc2c(NCc3ccco3)nccc21 | 0 | 3 | -1 | 0 | · | -15 | -15 | -10 | -17 |
| COc1ccc2[nH]c(C(=O)Nc3ccc(F)cc3Br)cc2c1 | -11 | -15 | 14 | -1 | 0.25 | -5 | 3 | 2 | -24 |

Continuation.
SMILES	14-3-3 Bad PPI	eIF4E 4G PPI	Rad51 HR inh	thrombin 1536	Cl transport mod	EBV gp42 block	hK5 inh	NCF1 inh	Furin inh
CC1Cc2ccccc2N1C(=O)COC(=O)c1ccc(Br)o1 (stereo unspecified)	1	3	1	-1	-2.2	-1	-1	2	-9
CC(=O)Nc1ccc(C2(c3ccc(NC(C)=O)cc3)C(=O)Nc3ccccc32)cc1	-8	4	25	5	0.36	6	-2	0	-8
O=C1CN(C(=O)COC(=O)CNC(=O)c2ccccc2)c2ccccc2N1	-25[fluorescence artefact?]	5	0	-6	0.091	-10	-20	-10	-9
COc1cccc(CCc2nnc(CCC(=O)NC(C)Cc3cccs3)o2)c1 (stereo unspecified)	-2	6	·	-16	0.3	-8	-5	-3	-11
CCOC(=O)c1ccc(NC(=O)Nc2ccc3c(c2)OCCO3)cc1	-1	-1	-30	1	0.34	-23	8	-27	-6[20 µM]
c1ccc(-c2nnc(-c3ccncc3)nc2-c2ccccc2)cc1	1	0	4	-1	-0.91	2	4	-1	-15
NS(=O)(=O)c1ccc(Nc2nc3ccccc3nc2NS(=O)(=O)c2cccc([N+](=O)[O-])c2)cc1	6	-1	·	-1	-1	2	3	-64	-11
O=C(NCCN1CCN(c2ccccc2)CC1)C1CCN(S(=O)(=O)c2cccc3nsnc23)CC1	-6	-4	12	2	0.73	4	-12	8	-10
CCOc1cc(C2NC(=O)NC(c3ccccc3)=C2C(=O)c2ccccc2)c(Br)cc1OCC(=O)O (stereo unspecified)	-7	1	3	0	0.23	6	3	-2	-2
CCOC(=O)N1CCN(C(=O)C2CCCCC2)CC1	1	-9	3	-8	·	-3	-17	-2	-7[20 µM]
CC1CCCN(C(=O)C2CCN(CC3CC=CCC3)CC2)C1 (stereo unspecified)	2	1	2	0	-3.7	-12	-2	-6	-20
C[n+]1cccc(C(=O)NNC(=O)C23CC4CC(CC(C4)C2)C3)c1	16	6	7	-5	-1.2	-28	7	-8	-16
O=C(CSc1cn(Cc2ccccc2)c2ccccc12)NCc1ccc(F)cc1	7	0[fluorescence artefact?]	-1	-7	0.56	13	-5	5	-3
Cc1cc([N+](=O)[O-])nn1CC(=O)N1CCc2ccccc2C1	6	0	4	-5	-0.21	-28	-10	-3	-11[20 µM]
CN(C)S(=O)(=O)c1cccc(-c2nnc(SCc3ccc4c(c3)OCCO4)o2)c1	0	-5	3	10	-1.4	-3	17	1	-3
Cc1cc(=O)oc2c(C(=O)/C=C\c3cccs3)c(O)ccc12	-7[fluorescence artefact?]	6	·	4	0.028	-11	-18	-25	-20
CCc1ccc(NC(=O)CSc2nc3ccccc3c(=O)n2CCCC(=O)NCCCN2CCOCC2)cc1	3	2	1	-4	-0.012	0	-20	-12	-16
